FBW7 activator – human FBW7 E3 ligase activation, primary screen; normalized activity (activation), % at 26.1 µM; AlphaScreen FBW7–phospho-cyclin E peptide binding, activator screen; Q969H0; 0.13% of 650,000 active; in the data active = normalized activity above about 1.9%;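 also: purified mutant Fbw7 with reduced substrate affinity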
TEAD-YAP inh – TEAD-YAP interaction inhibition. HEK-TIYL cells, TEAD-Gal4/YAP UAS-luciferase luminescence. inhibition, % at 9.12 µM. 1.4% of 640,000 active; in the data active = inhibition above about 32%;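 also: 0% = median of test compound wells and 100% = reference inhibitor wells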
GPR151 ag – human GPR151 activation; Q8TDV0; PathHunter beta-arrestin GPR151 cells, luminescence; 1% of 650,000 active; activation, % at 11.2 µM; AID 1508602; in the data active = activation above about 4.9%;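 also: 0% = median of compound wells and 100% = cells with positive control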
Target sequence (Q8TDV0 whole entry, looked up): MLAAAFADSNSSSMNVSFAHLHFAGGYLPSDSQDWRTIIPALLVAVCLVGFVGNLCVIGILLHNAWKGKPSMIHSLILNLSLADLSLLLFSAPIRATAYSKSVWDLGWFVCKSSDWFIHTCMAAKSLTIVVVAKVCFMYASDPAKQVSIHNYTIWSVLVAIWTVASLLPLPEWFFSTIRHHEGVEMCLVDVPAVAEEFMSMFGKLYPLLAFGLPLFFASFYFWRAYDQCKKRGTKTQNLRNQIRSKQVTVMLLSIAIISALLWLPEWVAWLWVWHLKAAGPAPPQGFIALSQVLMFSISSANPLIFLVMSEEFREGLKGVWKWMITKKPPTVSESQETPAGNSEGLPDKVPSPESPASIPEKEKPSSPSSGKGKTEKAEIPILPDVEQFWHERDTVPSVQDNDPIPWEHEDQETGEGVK
MITF inh – human MITF inhibition, primary screen | O75030 | 0.91% of 650,000 active | inhibition, % at 2.6 µM | AlphaScreen MITF homodimerization, bead proximity signal; in the data active = inhibition above about 50%;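 also: 0% = vehicle wells with protein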
Target sequence (O75030 whole entry, looked up): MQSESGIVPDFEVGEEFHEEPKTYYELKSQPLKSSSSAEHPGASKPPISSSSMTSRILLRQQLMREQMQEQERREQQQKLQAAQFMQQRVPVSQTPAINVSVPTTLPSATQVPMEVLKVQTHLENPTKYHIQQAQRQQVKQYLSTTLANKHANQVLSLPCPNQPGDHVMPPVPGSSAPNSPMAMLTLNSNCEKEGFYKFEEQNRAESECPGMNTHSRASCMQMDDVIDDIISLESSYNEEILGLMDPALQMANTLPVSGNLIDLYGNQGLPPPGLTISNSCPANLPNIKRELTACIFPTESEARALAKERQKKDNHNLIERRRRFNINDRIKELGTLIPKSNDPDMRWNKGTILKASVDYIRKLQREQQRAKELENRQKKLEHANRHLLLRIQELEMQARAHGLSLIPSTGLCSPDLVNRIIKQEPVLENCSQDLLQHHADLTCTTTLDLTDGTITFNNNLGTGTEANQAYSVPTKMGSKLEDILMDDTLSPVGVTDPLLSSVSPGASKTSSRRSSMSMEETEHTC
* = called active by the depositor; x = not tested or not shown.

SMILES	FBW7 activator	TEAD-YAP inh	GPR151 ag	MITF inh
COc1cccc(NC(=O)CSC2=C(C#N)C(c3ccccc3OC)CC(=O)N2)c1 (configuration not stated)	0.3	-6	1.2	22
COc1ccc(CCNc2cc(-c3ccc(N4CCN(C)CC4)cc3)ncn2)cc1	0.0	-16	6.9*	14
N#Cc1cc(-n2c3ccccc3c3nc4ccccc4nc32)c([N+](=O)[O-])cc1C#N	0.1	7	0.2	-8
COCCNC(=S)Nc1cc(C)ccc1OC(F)F	0.2	0	-0.7	3
O=C(O)CCCCCNS(=O)(=O)c1ccc(F)cc1	-0.1	-30	2.0	-6
COc1ccc(CNC(=O)c2cnc(C)cn2)c(OC)c1	0.2	-6	-0.4	-4
COC(=O)[C@@H]1C[C@@H](NC(=O)c2ccccc2OC)CN1Cc1cccc(C)c1	-0.1	-2	-0.8	5
N#Cc1cccc(NC(=O)NCCCNc2nc3cc4c(cc3cc2C#N)OCO4)c1	0.0	-8	-0.3	-11
Cc1ccc(-c2cc(-c3ccc(Cl)cc3)c(C#N)c(N)n2)cc1	0.4	5	0.3	-1
CC(=O)N1CCN(c2ccc(N)cc2Cl)CC1	0.4	2	0.5	-3
CC1(C)CC(OC(=O)c2ccccc2)CC(C)(C)N1	-0.3	-2	0.0	-2
COc1ccc(-c2cc3ccccc3oc2=O)cc1	0.2	-12	-0.8	-13
CN1CCN(NC(=O)Cc2ccccc2Cl)CC1	0.0	7	0.0	19
C=CCn1c(SCC(=O)Nc2ccc(F)c(Cl)c2)nnc1-c1cccnc1	0.0	-1	1.5	-2
O=C(NC1CCCCC1)c1cc(-c2ccccc2)nc2ccccc12	-0.2	2	2.8	12
COc1cc(/C=c2\sc3nc4c(C)c(C)ccc4n3c2=O)ccc1OC(C)C(=O)O (configuration not stated)	-0.2	0	-0.3	1
CCOC(=O)CSC1=C(C#N)C(c2ccccc2OCC)C(C(=O)OCC)C(=O)N1 (configuration not stated)	0.3	-6	1.3	19
CCNc1cc(NCCc2ccc(O)cc2)nc(N)n1	-0.2	6	-0.2	2
Cc1ccc2c(CNC3CCCC(C)C3C)c(C(=O)O)n(C)c2c1 (configuration not stated)	0.0	1	0.0	-2
O=C(COC(=O)c1cccc(N2Cc3ccccc3C2)c1)c1ccc([N+](=O)[O-])cc1	0.0	-20	-1.2	13

13 consecutive records from above, for reference:
SMILES	FBW7 activator	TEAD-YAP inh	GPR151 ag	MITF inh
N#Cc1cccc(NC(=O)NCCCNc2nc3cc4c(cc3cc2C#N)OCO4)c1	0.0	-8	-0.3	-11
Cc1ccc(-c2cc(-c3ccc(Cl)cc3)c(C#N)c(N)n2)cc1	0.4	5	0.3	-1
CC(=O)N1CCN(c2ccc(N)cc2Cl)CC1	0.4	2	0.5	-3
CC1(C)CC(OC(=O)c2ccccc2)CC(C)(C)N1	-0.3	-2	0.0	-2
COc1ccc(-c2cc3ccccc3oc2=O)cc1	0.2	-12	-0.8	-13
CN1CCN(NC(=O)Cc2ccccc2Cl)CC1	0.0	7	0.0	19
C=CCn1c(SCC(=O)Nc2ccc(F)c(Cl)c2)nnc1-c1cccnc1	0.0	-1	1.5	-2
O=C(NC1CCCCC1)c1cc(-c2ccccc2)nc2ccccc12	-0.2	2	2.8	12
COc1cc(/C=c2\sc3nc4c(C)c(C)ccc4n3c2=O)ccc1OC(C)C(=O)O (configuration not stated)	-0.2	0	-0.3	1
CCOC(=O)CSC1=C(C#N)C(c2ccccc2OCC)C(C(=O)OCC)C(=O)N1 (configuration not stated)	0.3	-6	1.3	19
CCNc1cc(NCCc2ccc(O)cc2)nc(N)n1	-0.2	6	-0.2	2
Cc1ccc2c(CNC3CCCC(C)C3C)c(C(=O)O)n(C)c2c1 (configuration not stated)	0.0	1	0.0	-2
O=C(COC(=O)c1cccc(N2Cc3ccccc3C2)c1)c1ccc([N+](=O)[O-])cc1	0.0	-20	-1.2	13

Carrying on.
SMILES	FBW7 activator	TEAD-YAP inh	GPR151 ag	MITF inh
NS(=O)(=O)c1ccc(S(=O)(=O)N(Cc2ccccc2Cl)CC2CCCO2)cc1 (configuration not stated)	-0.2	-3	2.0	-4
COc1ccc(CCNC(=O)CNS(=O)(=O)c2ccc3nc(C)sc3c2)cc1OC	1.3	0	0.7	8
O=C(c1ccc2c(c1)OCO2)N1CCN=C1SCc1ccccc1	0.0	1	-0.8	-2
O=C1c2ccccc2-c2nnc(-c3ccccn3)cc21	-0.7	-23	-7.3	43
COc1cccc(C2C(C#N)=C(N)N(c3ncn[nH]3)C3=C2C(=O)CC(C)(C)C3)c1 (configuration not stated)	0.1	3	0.8	3
Cc1ccc(C(c2sc3nc(C)nn3c2O)N2CCC(O)CC2)cc1 (configuration not stated)	-0.1	4	1.4	3
O=C(Nc1ccc(O)cc1)Nc1ccc(Cl)cc1	-0.2	-26	-1.4	-1
Cc1cccc(NC(=O)c2ccc(NC(=O)Cc3nn(C)c(=O)c4ccccc34)cc2)c1	0.2	11	2.1	3
CN1C(=O)NC(NC(=O)c2ccc(C(C)(C)C)cc2)(C(F)(F)F)C1=O (configuration not stated)	0.2	-5	0.0	23
COc1ccc(NS(=O)(=O)c2cc(C(=O)Nc3ccccc3)ccc2Cl)cc1	-0.1	16	0.8	3
Cc1ccc2c(c1)N(CC(=O)NCc1ccccc1)C(=O)C(C)O2 (configuration not stated)	0.2	-18	0.9	2
CC(C)(C)n1ncc2c(=O)n(CCC(=O)Nc3ccc(F)c(Cl)c3)cnc21	0.2	3	-0.7	-13
CCOCCOC(=O)c1ccc(NC(=O)COc2ccccc2)cc1	0.1	9	5.0*	-6
COc1ccc2[nH]c(C)c(C(C)=O)c2c1	-0.1	-4	-1.1	-5
Nc1nc(Cl)cc(N2CCC(c3cc(-c4ccco4)n[nH]3)CC2)n1	-0.1	5	0.5	1
COc1ccc(C2=NN(C(=O)CSc3ncccn3)C(c3ccc(OC)cc3)C2)cc1 (configuration not stated)	0.0	-3	0.6	26
CC(C)(C)c1ccc(S(=O)(=O)N2CCC(NC(=O)Nc3cccc(F)c3)CC2)cc1	1.0	7	-2.2	14
CCOC(=O)N1CCC(Nc2cc(C)nc3c(-c4ccccc4OC)c(C)nn23)CC1	0.0	7	-0.6	-5
Cc1ccc(N2C(=O)c3ccccc3NC23C(=O)Nc2ccccc23)cc1 (configuration not stated)	0.0	-1	-1.0	6
COc1ccc(CNC(=O)CSc2ccccn2)cc1	0.2	-37	-1.1	11
Cc1cc(C(=O)COC(=O)COc2cccc3c2OC(C)(C)C3)c(C)n1Cc1ccco1	0.2	-2	0.3	11
CC(=O)c1cccc(NC(=O)N2CCC(O)(c3nccn3C)CC2)c1	0.1	8	1.5	3
CCSc1nnc(NC(=O)COc2ccc(Cl)cc2Cl)s1	-0.1	3	7.2*	-8
O=C(CSc1nc(-c2ccccc2)cs1)NCc1ccc2c(c1)OCO2	-0.2	3	1.4	4
Cc1cc(C)c(NC(=O)CN2C(=O)CC(c3ccco3)Sc3ccccc32)c(C)c1 (configuration not stated)	-0.1	-4	-0.3	-9
CCC(C)c1ccc(NC(=O)CSc2nncs2)cc1 (configuration not stated)	0.0	-44	1.0	-3
O=S(=O)(NC1c2cccc3cccc(c23)C1N1CCN(CCO)CC1)c1ccccc1 (configuration not stated)	-0.2	12	-0.4	-2
C=CCSc1nnc(-c2c(C)nc3c(C)cccn23)n1C	0.0	0	-1.0	-2
CN(C)CCCN(C(=O)CCl)c1nc(-c2ccc(F)cc2)cs1	0.6	-2	0.4	7
Cc1cccc(NC(=O)c2ccc(N3CC4CC(C3)c3cccc(=O)n3C4)c(NC(=O)c3ccccc3Br)c2)n1 (configuration not stated)	-0.1	-23	-1.4	2
O=C(NCc1ccccc1Cl)c1cc(S(=O)(=O)N2CCOCC2)ccc1Sc1ccc(Br)cc1	0.1	19	1.1	17
O=C(COc1ncnc2ccccc12)N1CCC(CO)(Cc2ccc(Cl)cc2)CC1	-0.1	-4	-0.2	3
CCN(c1ccccc1)S(=O)(=O)c1ccc(N)cc1	0.8	7	-1.0	12
Cc1ccc(-n2c(=O)c3cc4c(=O)n(-c5ccc(C)cc5C(=O)O)c(=O)c4cc3c2=O)c(C(=O)O)c1	0.2	3	-1.1	5
CC(NS(=O)(=O)c1ccc(N)cc1)C1CC2CCC1C2 (configuration not stated)	0.0	5	-0.5	5
COc1ccc(-c2nnc(SCC(=O)Nc3cc(C)on3)nc2-c2ccc(OC)cc2)cc1	0.2	-5	-0.8	2
O=C(CSc1ncccn1)Nc1ccc(F)c([N+](=O)[O-])c1	0.1	1	-1.2	2
COc1ccc(-c2cc(C(=O)Nc3ccc(C#N)cc3)no2)cc1OC	0.0	-5	-0.5	-1
Cc1ccc(C(=O)N2CCC(C(=O)NC(c3ccccn3)c3cccs3)CC2)cc1 (configuration not stated)	-0.3	4	-0.5	11
CCOC(=O)c1c[nH]c2c(ccc3ccccc32)c1=O	0.9	15	-1.2	5
O=c1c(Cl)c(NC2CCCCCC2)cnn1C12CC3CC(CC(C3)C1)C2	1.0	3	1.5	5
COc1ccc(-c2nc(CNS(=O)(=O)c3ccc(Br)cc3)cs2)cc1	0.1	16	1.0	-5
Fc1ccc(C2Nc3c(Cl)cccc3C3C=CCC32)cc1 (configuration not stated)	-0.4	-12	1.9	-2
CC1CCCN(CCCNS(=O)(=O)c2cccc3nsnc23)C1 (configuration not stated)	-0.1	-4	1.6	-8
CCOC(=O)C1=C(C)N=c2s/c(=C\c3ccc(N(C)C)cc3)c(=O)n2C1c1ccc(SC)cc1 (configuration not stated)	-0.1	-6	0.4	-21
CC(=O)OCCNC(=O)/C(=C/c1cccc([N+](=O)[O-])c1)NC(=O)c1ccco1	0.2	3	-0.6	9
COc1ccc(OC)c(CNCc2c(C(=O)O)n(Cc3ccccc3)c3cc(C)ccc23)c1	0.1	11	3.5	10
Cc1nn(C)c(C)c1-c1nc(Nc2ccccc2)c2[nH]cnc2n1	0.0	2	0.4	11
CCOC(=O)c1c(Cl)nc(Cl)c(Cl)c1SC(=S)N1CC(C)OC(C)C1 (configuration not stated)	0.0	-5	-0.1	-4
NC(=O)c1sc2nc(C3CC3)cc(-c3cccs3)c2c1N	0.0	2	0.0	5
(more compounds)
SMILES	FBW7 activator	TEAD-YAP inh	GPR151 ag	MITF inh
Cc1ccc2c(=O)cc(-c3ccco3)oc2c1	-0.2	0	-1.6	6
COc1ccc(C2C(C(=O)c3ccco3)=C(O)C(=O)N2CCN2CCOCC2)cc1OC (configuration not stated)	0.4	6	-1.5	5
COc1ccc(CCNC(=O)CCn2c(SCC(=O)Nc3cc(C)[nH]n3)nc3cc4c(cc3c2=O)OCO4)cc1OC	-0.1	3	-0.6	8
O=Cc1cccc(-c2ccc(OCCN3CCOCC3)nc2)c1	-0.4	-67	0.5	-2
Cc1ccc(NC(=O)C2C3C=CC4(O3)C2C(=O)N(C(C)c2ccccc2)C4C(=O)NC2CCCCC2)cc1 (configuration not stated)	0.1	3	0.4	9
CCOc1ccc(NC(=O)c2c(N)sc3c2CCC3)cc1	0.2	0	-0.5	6
COC(=O)c1sc(NC(=O)c2cccs2)c(C(=O)OC)c1C	-0.2	7	-0.5	-3
COc1cccc(N2C[C@@H]3C[C@@H](c4ccccc4OC)N4CCC[C@@]34C2=O)c1	-0.1	2	-1.6	1
O=C(C(O)c1ccc(Br)cc1)N1CCC(Nc2ccc3[nH]ncc3c2)C1 (configuration not stated)	0.0	-6	1.1	15
CC(C)(C)NC(=O)NCC1CN(c2ccc3c(c2)OCO3)C(=O)O1 (configuration not stated)	-0.1	-3	-1.8	-1
COc1ccc(/C(O)=C2\C(=O)C(=O)N(CCN3CCNCC3)C2c2ccccc2)cc1 (configuration not stated)	0.1	6	-0.9	15
CCN(CC)c1ccc2cc(C(=O)Nc3cccc4ncccc34)c(=O)oc2c1	0.1	-6	-0.9	6
COc1ccc(NC(=O)C/C(C)=N\NC(=O)C(=O)Nc2cccc(Cl)c2C)cc1	-0.2	-2	2.4	-6
Cc1ccc(C2=C/C(=C/c3ccc4c(c3)OCO4)C(=O)O2)cc1	0.1	10	-0.2	1
O=c1cc(Cl)[nH]n(-c2ccccc2)c1=O	0.1	1	-0.7	-14
CCOC(=O)C1=C(C)N(c2ccc(OC)cc2)C(=O)/C1=C\c1ccc(F)cc1	-0.1	-3	0.4	3
Cc1sc(NC(=O)c2ccc(F)cc2)nc1C12CC3CC(CC(C3)C1)C2	0.0	-2	-0.9	9
O=c1c(-c2ccc3c(c2)OCCO3)coc2cc(OC3OC(CO)C(O)C(O)C3O)ccc12 (configuration not stated)	0.1	5	-0.6	5
COc1ccc(C(=O)Nc2cc(-c3nc4ccccc4o3)ccc2Cl)cc1OC	0.0	-2	1.2	6
O=c1[nH]c(CSc2cccc[n+]2[O-])nc2ccccc12	-0.2	-11	1.4	1

A different layout for some results above:
SMILES | FBW7 activator | TEAD-YAP inh | GPR151 ag | MITF inh
Cc1ccc(C2=C/C(=C/c3ccc4c(c3)OCO4)C(=O)O2)cc1 | 0.1 | 10 | -0.2 | 1
O=c1cc(Cl)[nH]n(-c2ccccc2)c1=O | 0.1 | 1 | -0.7 | -14

Later entries
SMILES	FBW7 activator	TEAD-YAP inh	GPR151 ag	MITF inh
Cc1ccc(C(=O)N[C@H](C(=O)Nc2sccc2C(N)=O)C(C)C)cc1	-0.1	-3	2.8	6
Cn1c(CC(=O)NCc2ccccc2)c(Sc2ccccc2)c2ccccc21	-0.1	3	-0.5	-8
C/C(CC(=O)Nc1cc(C)ccn1)=N\NC(=O)C1CCCCC1	-1.5	-2	-1.3	12
COc1ccc(-c2cc3nc4n(c(=O)c3s2)CCOC4)cc1	0.5	-15	-0.8	16
NC(=S)Sc1nncn1C(=O)c1ccc(=O)[nH]n1	0.1	-5	-2.3	1
CC/C=C\C/C=C\C/C=C\C/C=C\C[C@H]1O[C@H]1CCCC(=O)OC	x	x	-1.3	5
O=C(O)CCN1C(=O)c2ccc(Oc3cccc([N+](=O)[O-])c3)cc2C1=O	-0.1	4	-0.1	12
COc1cccc(CN2C[C@@H]3C[C@@H](c4sccc4C)N4CCC[C@@]34C2=O)c1	0.3	8	-1.5	14
